Assay outcomes as filed in PubChem BioAssay.
VIM-2 inh = blocks Pseudomonas aeruginosa VIM-2 metallo-beta-lactamase | purified VIM-2, nitrocefin hydrolysis, epi-absorbance fluorescence | inhibition, % at 5.6 µM | 290,000 compounds, 0.89% hits | AID 1527;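 active = inhibition above the mean of all tested compounds plus 3 SD, cutoff set per screening run, cut at about 7.5% in these data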;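 also: red hydrolysis product quenches plate fluorescence so inhibitors raise well fluorescence; 0% = enzyme with DMSO and 100% = DMSO without enzyme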
IDE act = IDE (human) activation, cell-based. P14735. HEK cells, FAbeta-B cleavage, fluorescence polarization; 0% vehicle, 100% cell-free pure enzyme wells. activation, % at 5.96 µM. 340,000 compounds, 0.073% hits;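 active = activation above the mean of all tested compounds plus 3 SD, set per screening campaign, cut at about 17% in these data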
GPR7 antagonist = blocks human GPR7 receptor signaling; 290,000 compounds, 1.1% hits; GPR7-expressing cells, fluorescence antagonist assay; AID 1861; inhibition, % at 4.4 µM; in the data active = inhibition above about 16%, passing the limit was not always enough;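 also: cells stimulated with the agonist NPW; 0% = agonist with vehicle and 100% = vehicle without agonist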
p-CIP stab down = p/CIP protein destabilization | Q05BA5 | F442A p/CIP-EGFP cells, EGFP fluorescence, 16 h | decrease of EGFP signal, % at 10 µM | 290,000 compounds, 0.01% hits;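 active = EGFP signal decrease of at least 30% at 10 µM or well 3 SD below plate mean, unless failing retest; inactive = the rest, including hits failing retest or dose response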; also: some compounds called inactive have numbers as strong as hits; many of its hits are not listed in these tables
Target sequence (Q05BA5 1-1403): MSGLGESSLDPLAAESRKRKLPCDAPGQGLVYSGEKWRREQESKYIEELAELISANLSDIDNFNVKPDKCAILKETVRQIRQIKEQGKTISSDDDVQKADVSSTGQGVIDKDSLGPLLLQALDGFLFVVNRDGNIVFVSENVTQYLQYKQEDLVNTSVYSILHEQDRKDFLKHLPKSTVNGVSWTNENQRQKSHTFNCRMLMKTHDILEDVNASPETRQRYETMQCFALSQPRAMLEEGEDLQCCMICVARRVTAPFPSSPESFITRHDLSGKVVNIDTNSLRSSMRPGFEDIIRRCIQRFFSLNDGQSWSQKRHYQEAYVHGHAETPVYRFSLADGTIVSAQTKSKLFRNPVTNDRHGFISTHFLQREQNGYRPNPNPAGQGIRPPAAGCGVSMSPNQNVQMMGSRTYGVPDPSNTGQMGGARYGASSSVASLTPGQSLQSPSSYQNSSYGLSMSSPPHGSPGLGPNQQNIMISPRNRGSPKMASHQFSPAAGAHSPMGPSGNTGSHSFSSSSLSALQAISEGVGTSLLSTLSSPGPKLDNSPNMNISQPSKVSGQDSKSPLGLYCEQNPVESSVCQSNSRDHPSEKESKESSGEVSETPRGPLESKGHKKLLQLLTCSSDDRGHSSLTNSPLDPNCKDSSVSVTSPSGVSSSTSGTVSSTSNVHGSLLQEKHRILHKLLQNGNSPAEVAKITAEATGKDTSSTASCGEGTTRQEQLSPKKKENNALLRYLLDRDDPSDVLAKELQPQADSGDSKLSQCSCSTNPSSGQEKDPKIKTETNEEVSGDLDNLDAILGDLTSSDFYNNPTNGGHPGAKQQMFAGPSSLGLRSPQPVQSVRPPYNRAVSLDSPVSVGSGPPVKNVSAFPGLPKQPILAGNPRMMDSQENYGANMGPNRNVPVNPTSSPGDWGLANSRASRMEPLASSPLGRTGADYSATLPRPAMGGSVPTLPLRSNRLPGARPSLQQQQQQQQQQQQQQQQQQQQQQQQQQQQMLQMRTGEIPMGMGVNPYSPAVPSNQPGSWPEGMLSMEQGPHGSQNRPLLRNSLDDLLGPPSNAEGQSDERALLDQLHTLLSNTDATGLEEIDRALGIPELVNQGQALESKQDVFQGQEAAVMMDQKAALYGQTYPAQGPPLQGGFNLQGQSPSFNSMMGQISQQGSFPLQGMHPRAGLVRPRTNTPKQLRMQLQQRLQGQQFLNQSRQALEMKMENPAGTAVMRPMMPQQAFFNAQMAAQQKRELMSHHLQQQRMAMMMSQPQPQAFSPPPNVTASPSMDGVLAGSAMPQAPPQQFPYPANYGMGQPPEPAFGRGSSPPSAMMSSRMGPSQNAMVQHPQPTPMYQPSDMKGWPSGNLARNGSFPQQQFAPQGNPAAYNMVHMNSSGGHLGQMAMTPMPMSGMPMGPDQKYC
NALP1 yeast inh = blocks the NALP1 inflammasome reconstituted in yeast; S. cerevisiae NALP1/ASC/caspase-1 growth, X-gal OD620, 72 h; inhibition, % at 10 µM; 280,000 compounds, 0.61% hits; in the data active = inhibition mostly above about 24%, no sharp cut-off; inactive = mostly below about 32%; also: some compounds called inactive have numbers as strong as hits
IDE inh = cellular human IDE inhibition. P14735. HEK cells, FAbetaB cleavage, fluorescence polarization. inhibition, % at 5.59 µM. 320,000 compounds, 0.41% hits. AID 434962;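 active = percent inhibition above the average of all tested compounds plus 3 SD, set per screening campaign, cut at about 16% in these data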;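 also: IDE supplied by intact live HEK cells; FP after avidin binding of uncleaved biotin substrate so inhibition keeps polarization high; 0% = DMSO wells and 100% = 60 µM reference IDE inhibitor Ii1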
M18AAP inhibitor = PfM18AAP enzyme inhibition | recombinant PfM18AAP, H-Glu-NHMec fluorogenic cleavage | inhibition, % at 7.35 µM | 290,000 compounds, 1.2% hits | AID 1822;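 active = inhibition above the campaign mean inhibition over all tested compounds plus 3 SD, cut at about 28% in these data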;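 also: 0% = plate median of test compound wells and 100% = 2 mM ZnCl2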
PHOSPHO1 block = blocks human PHOSPHO1 phosphatase activity; Q8TCT1; inhibition, % at 13.3 µM; 290,000 compounds, 1.1% hits; recombinant PHOSPHO1, absorbance phosphatase assay; in the data active = inhibition above about 60%
IMP-1 inhibitor = blocks Pseudomonas aeruginosa IMP-1 metallo-beta-lactamase; purified IMP-1, nitrocefin hydrolysis, epi-absorbance fluorescence; inhibition, % at 5.6 µM; 290,000 compounds, 0.45% hits;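 active = inhibition above the mean plus 3 SD of all compounds in the same screening run, cut at about 4.5% in these data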;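 also: 0% = IMP-1 with DMSO and 100% = DMSO wells lacking enzyme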
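Material – recombinant IMP-1 enzyme, purified · Amount – IMP-1 0.2 nM before substrate addition · Medium – HEPES buffer pH 7.1 with ZnSO4 and Brij 35 · Timing – 25 °C, 15 min preincubation, 25 min reaction · Measured by – plate fluorescence quenching by hydrolysis product, ex 480/em 530 nm · Read-out – percent enzyme inhibition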
* marks the source's active call; other numbers are inactive results; . = no result given; & = joins results of further samples. Random draw from the library (roughly 5.3% active in at least one column).

SMILES	VIM-2 inh	IDE act	GPR7 antagonist	p-CIP stab down	NALP1 yeast inh	IDE inh	M18AAP inhibitor	PHOSPHO1 block	IMP-1 inhibitor
COc1ccc(C(=O)N2CCN(C(=O)c3cc(OC)c(OC)c(OC)c3)CC2)cc1	-1.6	-1	-9	-9	8	1	-4	36	-2.0
COc1ccc(OCC(=O)N2CCc3ccccc3C2)cc1	-1.0	1	0	4	3	2	-1	-34	-0.4
COc1ccc(N2C(=O)CCC2(C#N)c2ccc(Br)cc2)cc1 (configuration not stated)	-0.2	-2	10	-10	1	-2	-3	-12	-1.0
Cc1ccc2[nH]c3c(Cl)ncnc3c2c1	3.5	.	8	2	.	3	-8	46	-1.1
O=C(Cc1ccccc1)NCCSCc1ccccc1	0.0	2	3	6	15	1	-5	-9	-3.9
O=C(Nn1cc(C(=O)Nc2ccccc2F)c2ccccc2c1=O)c1cnccn1	-0.6	5	-14	-25	-6	4	1	-14	-3.9
O=C(CSc1nnc(-c2ccncc2)n1Cc1ccco1)Nc1cccc(O)c1	-2.4	5	0	-16	-2	0	4	36	-2.0
Cc1ccc(Cn2nc(C)c(/C=N/NC(=O)c3cccnc3)c2C)cc1	-3.9	0	0	0	12	-3	1	-18	-3.6
CC(C)OC(=O)CSc1nc2c(cc1C#N)CCCCC2	-6.9	2	5	-5	-7	3	7	15	-2.0
CC(C)c1ccc2c(c1)C1Cc3ccccc3C1N2 (configuration not stated)	-2.2	5	-1	-12	35	2	2	-7	-3.0
O=C(Nc1ccc(O)cc1)c1ccccc1OCc1ccccc1	-0.7	7	-10	-2	4	.	-1	24	-1.1
O=C(N/N=C/c1ccc2cccc(OCc3ccccc3)c2n1)c1ccc(Br)cc1	-3.1	4	-15	-16	8	2	-8	12	-3.3
O=C(Oc1cccc2cccnc12)c1ccc2c(c1)OCCO2	-1.6	5	-5	-18	19	1	-2	-38	-2.3
CC1CCN(C(=O)COC(=O)CCCN2C(=O)c3cccc4cccc(c34)C2=O)CC1	1.6	4	-18	-12	2	.	-12	17	-0.2
O=C1CC(c2cccc(Cl)c2)Cc2nc(N3CCOCC3)ncc21 (configuration not stated)	-1.8	-4	24	14	12	5	7	-51	-2.0
NNC(=O)c1cc2c(ccc3ccccc32)o1	-3.2	0	-12	7	18	3	-1	33	-2.4
O=C(CN1CCN(Cc2ccc(F)cc2)C1=O)NCc1cccs1	.	-3	.	1	-1	-5	.	-9	.
N#C/C(=C\c1cccc(Br)c1)C(=O)N1CCCCC1	-1.8	-2	3	2	26	5	30*	32	-5.1
COc1cc(C2C3=C(CCCC3=O)Nc3[nH]n(-c4ccccc4)c(=O)c32)ccc1OC(C)=O (configuration not stated)	-5.9	3	2	-1	3	-2	4	-10	-5.8
CCCn1c(SCCN2CCOCC2)nc2c1c(=O)n(C)c(=O)n2C	1.2	2	-19	-1	9	.	1	30	-1.6
COCCn1cnc2c1c(=O)n(CC(=O)c1ccc3c(c1)OCCO3)c(=O)n2Cc1ccccc1	-1.7	8	-11	-3	23	-1	-4	33	-1.0
COc1ccc(C)cc1NC(=O)CN(c1ccccc1F)S(C)(=O)=O	-0.7	3	3	0	2	1	-5	24	-3.8
COC(=O)c1ccc(N2C(=O)CC(N(C)Cc3ccccc3)C2=O)cc1 (configuration not stated)	-2.0	-1	-6	-1	9	4	-2	25	-2.2
O=C(COc1ccc(S(=O)(=O)Nc2ccccc2)cc1)NCc1ccncc1	1.1	2	-10	-1	-6	3	2	30	1.0
Cc1ccc(S(=O)(=O)Cn2nnnc2C(C(C)C)N2CCC(C(N)=O)CC2)cc1 (configuration not stated)	-1.0	-1	0	-9	20	-1	-8	32	-2.2
COc1ccc(C2=CSC3=NCCN23)cc1F	-0.2	7	-1	-8	4	-1	6	35	0.7
Cn1c(=O)c2c(SCC(=O)N3CCOCC3)nc(C3CCCCC3)nc2n(C)c1=O	-1.2	.	-6	-10	-10	-5	0	-141	-1.9
CCNC(=S)N1CCn2c(nc3ccccc32)C1	1.2	1	-8	-1	12	1	-11	-4	-0.6
COC(=O)c1cc(C(=O)OC)n(Cc2ccc(Br)cc2)n1	-1.0	7	-6	-14	-2	1	-15	1	-4.1
CN(Cc1cn(C)nc1-c1ccccc1F)CC1CCN(Cc2ccccc2)CC1	-2.8	5	-6	-6	.	3	-2	41	-1.4
CC1(C)CC(=O)C/C(=N/NC(=O)c2ccc(-c3ccccc3)cc2)C1	-2.6	-11	-13	-26	-10	18*	8	13	-3.2
O=C(CN1C(=O)NC2(CCCC2)C1=O)Nc1ccc(F)c(Cl)c1	-2.1	4	-10	2	2	-2	0	28	-2.1
O=S(=O)(NCc1csc(-c2cccnc2)n1)c1ccc(Br)cc1	-1.7	-4	8	4	-7	6	7	80*	-1.0
O=S(=O)(/N=C(/Nc1cc(N2CCOCC2)ncn1)c1ccc(F)cc1)c1ccccc1	-2.4	4&-22	-3	-1	6	-3	-9	-14	-3.0
Cc1ccc(N(C)S(=O)(=O)c2cc3c(cc2C)NC(=O)CO3)cc1	-0.2	-3	7	8	17	6	-1	20	-1.4
COc1cc(CNCCc2ccc(S(N)(=O)=O)cc2)ccc1OCC(=O)NC(C)(C)C	-2.3	4	-2	1	21	3	-4	1	-3.2
Cc1ccc(-c2nnc(NC(=O)c3ccco3)s2)cc1	-4.5	-2	1	7	5	-2	9	39	-4.6
COc1cc(C2C(C(=O)c3ccco3)=C(O)C(=O)N2c2cc(C)on2)cc(Br)c1O (configuration not stated)	-4.4	2	-1	-8	2	11	25	28	-2.8
C(=C\c1nc(-c2ccncc2)no1)/c1ccccc1	1.4	-2	-5	-10	-7	3	-3	-121	-0.1
CCOC(=O)C(CCCP(=O)(c1ccccc1)c1ccccc1)(NC(C)=O)C(=O)OCC	-3.1	-1	-11	-4	-2	2	-1	24	-3.7
O=C(CC1SC(=Nc2ccccc2)N(CCCO)C1=O)Nc1ccc(Cl)cc1 (configuration not stated)	0.6	1	7	8	40	10	-17	4	-0.5
CCOC(=O)c1c(NC(=O)c2nn(CC)cc2Br)c(C#N)nn1-c1ccccc1	-0.6	9	11	-3	4	5	-1	24	-0.4
CC(C)(C)OC(=O)N1CCN(c2ccc(CNC(=O)c3ccc(Cl)cc3)cc2)CC1	-7.3	4	-2	-5	-5	1	-1	12	-4.1
Cn1c(SCc2ccccc2Cl)nnc1-c1cnccn1	-0.6	7	-5	0	-14	-2	-2	-7	-0.2
Cc1cccc(NC(=S)Nc2cccc(C)n2)n1	1.8	2	-7	-1	14	0	-6	30	-2.2
CN1C=CC=C/C1=C1\SC(=S)N(c2ccccc2)C1=O	-0.1	4	-4	-4	1	1	-1	-16	0.9
CCOCCn1c(CCCO)nc2ccccc21	-0.5	1	-3	-6	2	1	-8	-6	-2.1
O=C(Nc1c2c(nn1-c1ccccc1)CS(=O)C2)c1ccc2c(c1)OCO2 (configuration not stated)	-1.3	4	-15	-2	15	-4	-7	27	0.0
COc1ccc(N(CC(=O)Nc2ccc(C)c(C)c2)S(=O)(=O)c2c(C)noc2C)cc1	-0.8	2	2	8	21	3	1	15	-2.5
Cc1cc(NC(=O)CN2C(=O)NC(C)(c3ccccc3)C2=O)no1 (configuration not stated)	-2.1	7	-12	-27	-2	3	4	12	-2.6
CC1CCC(NC(=O)C2c3ccccc3C(=O)N2Cc2ccc3c(c2)OCO3)CC1 (configuration not stated)	-1.5	3	-3	-4	12	4	-2	20	-1.4
CN(Cc1ccco1)S(=O)(=O)c1nnc(NC(=O)c2ccc(F)cc2)s1	0.5	1	3	-3	26	-3	-24	24	0.7
O=[N+]([O-])c1ccccc1NCc1ccc(Cl)cc1	-2.9	.	-9	3	-4	-2	5	-4	-2.6
COC(=O)c1ccc(NC(=O)C2CC(=O)N(c3cc(C)ccc3C)C2)cc1 (configuration not stated)	-0.4	2	-4	-11	36	5	-9	35	-6.2
CCn1c(C)cc(/C=C2\NC(=O)N(CC(=O)Nc3ccc(F)cc3)C2=O)c1C	-1.4	3	-12	-2	-1	-1	4	-96	-1.5
COc1cc(NC(=O)Cn2nnc(-c3ccccc3N)n2)cc(OC)c1	-0.8	-4	-3	6	6	-3	2	58	-0.3
O=C(COC(=O)c1ccncc1)Nc1cccc(Cl)c1	-3.8	7	8	-3	9	-3	-2	-1	-2.0
COc1ccc(S(=O)(=O)N(NC2=NS(=O)(=O)c3ccccc32)C(=O)C(C)C)cc1	-3.3	-3	-10	-8	14	0	2	-3	-2.6
O=C(CCCNS(=O)(=O)c1cccc2nsnc12)NCc1ccccc1	-3.6	1	-9	-5	0	1	-8	-3	-0.8
COc1ccc(CNC(=O)CSc2nnc3c(n2)[nH]c2ccc(F)cc23)cc1	-3.4	2	-1	-6	-10	2	3	28	-0.4

Three compounds drawn at random from the list so far, as already listed:
SMILES	VIM-2 inh	IDE act	GPR7 antagonist	p-CIP stab down	NALP1 yeast inh	IDE inh	M18AAP inhibitor	PHOSPHO1 block	IMP-1 inhibitor
COc1ccc(N(CC(=O)Nc2ccc(C)c(C)c2)S(=O)(=O)c2c(C)noc2C)cc1	-0.8	2	2	8	21	3	1	15	-2.5
COc1cc(NC(=O)Cn2nnc(-c3ccccc3N)n2)cc(OC)c1	-0.8	-4	-3	6	6	-3	2	58	-0.3
O=[N+]([O-])c1ccccc1NCc1ccc(Cl)cc1	-2.9	.	-9	3	-4	-2	5	-4	-2.6

(continued)
SMILES	VIM-2 inh	IDE act	GPR7 antagonist	p-CIP stab down	NALP1 yeast inh	IDE inh	M18AAP inhibitor	PHOSPHO1 block	IMP-1 inhibitor
CC(C)c1ccc(CN(C(=O)c2ccco2)C2CCS(=O)(=O)C2)cc1 (configuration not stated)	-0.8	5	4	-2	6	-9	-3	24	-2.3
Oc1ccccc1-c1nc(NCC2CCCO2)c2ccccc2n1 (configuration not stated)	-0.1	-6	9	4	6	1	1	17	-4.0
COc1cc(N/C(=N/S(=O)(=O)c2ccccc2)c2ccccc2)ncn1	-3.7	7	-5	-2	.	8	-5	-9	-5.2
Cc1c(C(=O)N(CCc2ccccc2)Cc2ccccc2)cccc1[N+](=O)[O-]	-1.8	1	10	7	5	5	1	14	-3.2
COc1ccc(OC)c(NS(=O)(=O)c2ccc(Cl)nc2)c1	-1.1	-2	-5	0	28	6	9	4	-5.2
O=C(c1ccc2c(c1)OCO2)N1CCNc2ccccc2C1	1.4	2	-12	1	7	4	-10	48	-1.1
Cn1c(SCC#N)nnc1-c1cnccn1	-3.9	0	-4	-5	-1	2	-4	1	-3.3
O=C(NCCc1ccccc1F)C1CC(=O)N(c2ccccc2)C1 (configuration not stated)	-2.5	-4	-7	-117	-47	0	4	37	-2.6
NS(=O)(=O)c1ccc(CCNC(=O)CNC(=O)c2ccc(F)cc2)cc1	-0.1	-1	1	-7	21	4	0	10	-0.6
O=C(CSc1ncc(S(=O)(=O)c2ccccc2)c(=O)[nH]1)Nc1ccccc1Cl	-1.3	-1	8	-7	.	2	-14	8	0.6
COc1ccc(NC(=O)CN(C)CCOc2ccc(Cl)cc2)cc1OC	-3.2	-1	16	14	3	1	4	27	-1.3
CCn1c(=O)c(C(=O)Nc2ccc(C)cc2C)c(O)c2ccccc21	-1.9	7	-5	-8	9	4	-7	3	-4.7
N#Cc1c(NC(=O)C2CCCO2)sc2c1CCCCC2 (configuration not stated)	-1.0	2	-2	2	-14	-2	6	36	-1.9
